Source: PubChem
4MU fluor: 4-MU region autofluorescence; max dye-equivalent concentration, M; compound autofluorescence, 340/450 nm, 4-MU equivalents; active compounds read high; AID 589; 59,000 tested, 11% active; in the data active means max dye-equivalent concentration above about 10 nM; inconclusive means mostly about 1.1 nM to 9.6 nM
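Intrinsic fluorescence at 340/450 nm (ex/em) was read after 15 min at room temperature in pH 8.0, 100 mM Tris. Each compound concentration expressed as 4-MU-equivalent concentration from a six-point 4-MU standard series on each plate.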
Ub-GFP proteasome: ubiquitin-GFP accumulation via proteasome inhibition. Potency, µM (titrated, usually from 45.9 µM), for inactives: at the top dose activation (GFP accumulation), hits mostly activators. Ubiquitin-GFP reporter cells, proteasome inhibition, GFP fluorescence; response scale: untreated = 0%, 10 µM MG-132 = 100%. 67,000 tested, under 10 active; active means well fitted activation curve with a large enough effect, not every such curve was filed as active; inconclusive means small, poorly fitted or top-dose-only effect, or another doubt; inactive means no such curve, though single readings can be large or run the other way; further: potency means the concentration at half of the fitted maximal effect
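U2OS cells expressing ubiquitin(G76V)-GFP, seeded overnight in 0.5% FBS medium, then treated 4 hr at 37 C across 46 uM to 2.9 nM. GFP-positive cells counted by laser cytometry (488 ex/515 em); %activity scaled between basal and 10 uM MG-132.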
Hsp90 Hop PPI: changes Hsp90-Hop TPR2A binding signal, up or down; 71,000 tested, 0.44% active; AlphaScreen TPR2A-His6 binding biotin-Hsp90 C-terminal peptide; Potency, µM (series often up to 57 µM), inactives show at the highest dose activity change, negative = inhibition; AID 595; active means well fitted curve in either direction with a large enough effect; inconclusive means small, poorly fitted or top-dose-only effect, or another doubt; further: potency means the concentration at half of the fitted maximal effect; on the % scale 0 is the no-effect control and ±100 the full control effect; many of its hits are not listed in these tables
TexasRed autofl: compounds fluorescent in Texas Red spectral region; max dye-equivalent concentration, M; 59,000 tested, 0.06% active; Compound fluorescence, Texas Red channel, 547/618 nm; active compounds read high; AID 587; in the data active means max dye-equivalent concentration above about 10 nM; inconclusive means between about 1.1 nM and that limit
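Compound titrations in 100 mM Tris pH 8.0 were incubated 15 min at room temperature and read at 547 nm excitation / 618 nm emission. Texas Red six-point standard curve on each plate converted fluorescence to dye-equivalent concentration.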
ERK AVP block: inhibitors of vasopressin-stimulated ERK signaling pathway; HEK293-V1b, vasopressin-stimulated pERK AlphaScreen; Potency, µM (doses to about 57.5 µM), inactives show top-dose activity, negative = inhibition, usual class: inhibitors; 72,000 tested, 0.99% active; AID 995; further: potency means the concentration at half of the fitted maximal effect; on the % scale 0 is the no-effect control and ±100 the full control effect; nearly all actives have a fitted effect of over 55% in size
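HEK293 cells stably expressing V1b receptor, seeded overnight in 1% FBS, were treated with compounds for 30 min at 37C, then stimulated 5 min with 25 nM vasopressin; phospho-ERK read by AlphaScreen SureFire after lysis.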
Fluorescein fluor: fluorescein region autofluorescence. Compound autofluorescence, 480/540 nm, fluorescein-equivalent; active compounds read high. max fluorescein-equivalent concentration, M. 59,000 tested, 0.91% active; in the data active means max fluorescein-equivalent concentration above about 10 nM; inconclusive means between about 1.1 nM and that limit
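Each compound is tested across a concentration series in 100 mM Tris buffer at pH 8.0. After 15 min at room temperature, plates are imaged with 480 nm excitation and 540 nm emission filters, and intensities are converted to fluorescein-equivalent values.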
GFP derepression: epigenetic GFP locus derepression in mouse cells | 68,000 tested, 0.09% active | mouse C127i GFP locus derepression, cytometry, 30 h | Potency, µM (titrated, usually from 46.1 µM), for the others: at the top dose GFP derepression (activation) | AID 597; further: % of control where 0% means no effect
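Murine C127i mammary cells carrying a silenced, stably integrated CMV-driven GFP reporter were treated with compound for 30 hours at 37 C. After PBS washes, GFP-positive cells were counted by laser-scanning microplate cytometry.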
Luciferase inh: firefly luciferase inhibition; AID 411; 72,000 tested, 2.2% active; P08659; Potency, µM (titrated, usually from 57.1 µM), for inactives: top-dose activity change, negative = inhibition, usual class: inhibitors; purified firefly luciferase, luminescence, 8 min; further: potency means the concentration at half of the fitted maximal effect; on the % scale 0 is the no-effect control and ±100 the full control effect; nearly all actives have a fitted effect of over 40% in size
Target sequence (P08659 whole entry, looked up): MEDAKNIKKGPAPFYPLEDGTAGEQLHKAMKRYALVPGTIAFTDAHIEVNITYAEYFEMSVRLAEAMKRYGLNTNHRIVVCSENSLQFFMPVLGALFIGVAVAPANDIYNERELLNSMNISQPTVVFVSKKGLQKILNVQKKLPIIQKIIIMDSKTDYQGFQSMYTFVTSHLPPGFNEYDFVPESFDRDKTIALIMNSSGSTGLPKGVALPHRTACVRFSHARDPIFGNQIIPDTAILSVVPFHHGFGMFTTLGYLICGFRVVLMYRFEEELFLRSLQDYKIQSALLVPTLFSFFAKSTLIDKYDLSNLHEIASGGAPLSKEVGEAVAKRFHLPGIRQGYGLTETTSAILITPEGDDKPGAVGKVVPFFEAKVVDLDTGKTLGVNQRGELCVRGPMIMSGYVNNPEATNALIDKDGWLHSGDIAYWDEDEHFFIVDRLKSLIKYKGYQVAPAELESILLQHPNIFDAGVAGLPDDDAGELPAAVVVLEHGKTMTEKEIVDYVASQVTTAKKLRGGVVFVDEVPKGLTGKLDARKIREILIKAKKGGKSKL
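Substrate buffer containing 10 uM ATP (pH 7.2 imidazole, Mg2+, KCl, detergent, BSA) is dispensed, compound pinned in, then luciferase/luciferin detector mix added. After 8 min at ambient temperature, light output is measured.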
HBB splicing: hemoglobin beta splicing modulation; Potency, µM (doses to about 46.1 µM), for inactives: top-dose activation, most hits filed as activators; HBB splicing reporter cell assay, activation; EGFP reporter with mutant IVS2-654 intron; response scale: normalised to 500 nM splice-correcting PNA; 65,000 tested, 0.06% active; further: potency means the concentration at half of the fitted maximal effect; 0% is about no effect
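Compounds were applied for 2 days to HeLa EGFP-654 cells, 500/well in Optimem with 2% FCS. The reporter's EGFP is disrupted by mis-splicing of beta-globin intron IVS2-654. Readout: summed well GFP fluorescence from 488 nm laser scanning; reference was 500 nM antisense […] 654 PNA.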
CRE Fsk mod: CRE-bla signaling modulation under forskolin stimulation; 71,000 tested, 2.5% active; Potency, µM (titrated, usually from 38.2 µM), inactives show at the top dose activity change, negative = inhibition, usual class: activators; AID 662; CHO CRE-bla reporter (cAMP response element driving beta-lactamase), forskolin EC10, beta-lactamase ratio; active means well fitted activation curve with a large enough effect in the signal ratio, with a control signal flat, not every such curve was filed as active; inconclusive means small, poorly fitted or top-dose-only effect, or effect the other way, or a change in a side signal; the % refers to the signal ratio; further: potency means the concentration at half of the fitted maximal effect; % of control where 0% means no effect
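CHO CRE-bla cells, overnight plating in Opti-MEM with 0.5% dialyzed FBS; cpd titration + EC10 NKH 477, 3 h 37 °C; CCF4 2 h RT; ex 405/em 460 vs 530 ratio → %Activity, AC50.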
A350 fluor: A350 region autofluorescence. Compound autofluorescence, 340/450 nm, Alexa 350 dye-equivalents; active compounds read high. AID 590. max dye-equivalent concentration, M. 59,000 tested, 11% active; in the data active means max dye-equivalent concentration above about 10 nM; inconclusive means mostly about 1.1 nM to 9.6 nM
* = called active by the depositor; i = inactive; ? = inconclusive; · = not tested or not shown; [ ] = another dose, or the depositor's remark. Unless noted, the call rests on the fitted dose curve; in most records, active means well fitted curve in the direction sought with a large enough effect; inconclusive means small, poorly fitted or top-dose-only effect, or another doubt; inactive means no such curve, though single readings can be large; an effect the other way counts as inactive or inconclusive.

Values run as follows: 4MU fluor	Ub-GFP proteasome	Hsp90 Hop PPI	TexasRed autofl	ERK AVP block	Fluorescein fluor	GFP derepression	Luciferase inh	HBB splicing	CRE Fsk mod	A350 fluor
1	Cc1ccc2nc(-c3cccc(NC(=O)c4ccco4)c3)[nH]c2c1
  i	14%	-5%	?	-11%	?	-2%	10µM*	-1.1%	16%	i
2	CCOC(=O)C1C2C=CC3(CN(CCc4ccccc4)C(=O)C13)O2 (stereo unspecified)
  i	-2%	-1%	i	-1%	?	0%	2%	·	-4%	i
3	CC(=O)OCC[N+](C)(C)C
  i	·	·	i	0%	i	0%[20.6 µM]	-1%[25.5 µM]	·	·	i
4	O=C1c2ccccc2C(=O)N1CCCSc1nc2ccccc2o1
  ·	10%[9.17 µM]	?	·	?	·	-3%	2%	1.8%[0.0738 µM]	?	·
5	COc1cccc2c(=O)n(CC(=O)NC3CCCC3)ccc12
  ·	-5%	-2%	·	·	·	·	6%	0.3%	?	·
6	O=C(NCC1CCCO1)c1cc(-c2ccco2)nc2ccccc12 (stereo unspecified)
  2.5e-06M*	0%	-2%	i	4%	i	1%	-3%	-0.3%[57.5 µM]	11%	2.3e-06M*
7	CN1CCN(C(=O)c2ccc3c(c2)N(Cc2cccc(Cl)c2)C(=O)c2ccccc2S3=O)CC1 (stereo unspecified)
  ·	0%	-5%	·	-20%	·	-3%	1%	0.6%	-6%	·
8	COc1cc(C2C(C(=O)c3ccco3)=C(O)C(=O)N2CCc2ccccc2)ccc1O (stereo unspecified)
  i	-5%	-6%	?	-7%	?	0%	-2%	-1.3%	2%	i
9	CCn1c(CN2CCCCCC2=O)nnc1SCc1cnc(-c2ccccc2)s1
  i	-1%	-1%	i	-10%	?	2%	-2%	-1.5%	-9%	i
10	COc1ccccc1OCC(=O)OCC(=O)Nc1ncc(Cl)cc1Cl
  ?	1%	-2%	i	-5%	?	-1%	0%	-0.2%	-8%	?
11	Cc1[nH]nc2c1C1(CCC3(CC1)OCCO3)C(C#N)=C(N)O2
  i	0%	-6%	i	-6%	i	-2%	0%	0.6%	-6%	?
12	CCCCOC(=O)CNc1nnc(SCC(=O)OCC)[nH]c1=O
  i	1%	2%	i	-10%	i	1%	-4%	·	?	i
13	O=C(c1cc2c(ccc3ccccc32)oc1=O)N1CCN(CCO)CC1
  ·	1%	-1%	·	·	·	·	3%	0.6%	14%	·
14	CCN1c2ccccc2-c2nc3ccccc3n2C1c1ccccn1 (stereo unspecified)
  2.3e-06M*	·	29%	i	2%	i	0%	0%	-0.9%[0.369 µM]	13µM*	3.2e-06M*
15	COCCSc1ccccc1C(=O)N1CCN(Cc2ccc3c(c2)OCO3)CC1
  i	4%	-4%	?	-6%	i	-1%	-1%	0.6%	4%	i
16	CC(C)(C)C(=O)NC1CCN(C(=O)N2CCCC2)CC1
  i	3%	0%	?	-17%	i	0%	3%	·	4%	i
17	CCOCCn1c(-c2ccc(OC)cc2)nc2ccccc21
  ·	-2%	-2%	·	·	·	·	-27%	-0.5%	9%	·
18	O=C(CSc1cccc2cccnc12)NCc1ccco1
  4.2e-08M*	-2%	-14%	?	10%	?	-4%	1%	-0.1%[57.5 µM]	?	5.5e-08M*
19	CCCCCn1c(=O)[nH]c2c(c1=O)CCC2
  i	-3%	-1%	?	-16%	?	-1%	1%	-4.8%	?	i
20	O=C1CC(c2ccsc2)c2cc3c(cc2N1)OCCO3 (stereo unspecified)
  ·	3%	-6%	·	-22%	·	-2%	1%	-0.6%	11%	·

The listing continues.
Values run as follows: 4MU fluor	Ub-GFP proteasome	Hsp90 Hop PPI	TexasRed autofl	ERK AVP block	Fluorescein fluor	GFP derepression	Luciferase inh	HBB splicing	CRE Fsk mod	A350 fluor
21	COc1ccccc1C1C2=C(N=C3SCC(=O)N31)c1ccccc1CC2 (stereo unspecified)
  i	3%	-7%	?	2%	i	5%	0%	0.0%	0%	i
22	CCc1cc2cc(C)ccc2nc1SCC(=O)N1CCN(C(=O)c2ccco2)CC1
  i	2%	-7%	i	-28%	i	-2%	1%	2.6%[57.5 µM]	?	i
23	CC1(C)Cc2c(sc3nc4n(c(=O)c23)CCC4)CO1
  i	·	·	?	·	i	-5%[20.6 µM]	3%[25.5 µM]	·	·	i
24	Cc1ccc(N2C(=O)[C@@H]3[C@H](C2=O)C2CCCN2[C@@H]3C(=O)c2ccccc2)cc1 (stereo partly specified)
  i	·	·	i	·	?	-2%[20.6 µM]	2%[25.5 µM]	·	·	i
25	CN=CC1=C(O)CC(C)(C)CC1=O
  i	-4%	-4%	i	-22%	?	2%	2%	2.9%[0.369 µM]	-4%	i
26	COCCNc1ncnc2ccc(-c3cccnc3)cc12
  i	1%	14%	i	-11%	i	-3%[9.22 µM]	-1%[2.29 µM]	-0.2%	?	i
27	Cc1cnc(C(=O)OCC(=O)Nc2cc(Cl)cc(Cl)c2)cn1
  i	2%	-3%	i	11%	i	-1%	5%	0.1%[57.5 µM]	-5%	i
28	Cc1ccc2cc(C#N)c(SCC(=O)NCC3CCCO3)nc2c1 (stereo unspecified)
  2e-08M*	-2%	-3%	i	-6%	?	0%	1%	1.3%	-10%	2.9e-08M*
29	CCN(CC)CCCNC(=O)c1nn(-c2ccc(OC)cc2OC)c(=O)c2ccccc12
  i	-6%	-4%	?	14%	i	2%	1%	1.9%	-2%	i
30	CC(C)(C)n1ncc2c(=O)n(CC(=O)NCCc3ccccc3)cnc21
  i	0%	1%	i	-6%	i	3%	-2%	2.2%	?	i
31	CCC1CCCCN1C(=O)Cn1c(=O)n(CCC(=O)NCc2ccco2)c(=O)c2sccc21 (stereo unspecified)
  i	16%	4%	i	-8%	i	5%	-1%	0.6%	8%	i
32	CCN1CCN(S(=O)(=O)c2cc(OCC(=O)NC3CCCCC3)c(C)cc2Cl)CC1
  i	-4%	?	i	?	i	0%	2%	-0.4%	-4%	i
33	CCc1cccc(C)c1NC(=O)CSc1nnc(-c2ccco2)n1N
  i	4%	-7%	i	10%	i	0%	3%	-0.9%	-6%	i
34	C[C@H](O)[C@@H]1C(=O)N2C(C(=O)O)=C(SCCN=CN)C[C@@H]12
  ?	-8%[20.5 µM]	-1%[26 µM]	i	8%[25.7 µM]	?	3%[20.6 µM]	5%[25.5 µM]	-0.4%[20.6 µM]	-6%[17.1 µM]	?
35	O=C(CSc1nccc(=O)[nH]1)Nc1ccc(F)c(Cl)c1
  i	4%	0%	i	1%	i	2%	0%	-1.6%	-5%	i
36	Cc1cccc(NC(=O)C2CCN(S(=O)(=O)c3c(C)nn(C)c3C)CC2)n1
  ·	3%	-1%	·	?	·	-2%	-3%	-1.1%	0%	·
37	COc1ccc(N2C(=O)CSC23CCCCC3)cc1
  i	10%	-4%	i	?	i	0%	1%	4.3%	-9%	i
38	O=C1c2ccccc2C(O)N1Cc1ccco1 (stereo unspecified)
  ·	-6%	-4%	·	-25%	·	-2%	-3%	0.4%	-5%	·
39	CC(=O)c1sc2nc(-c3cccs3)cc(C(F)(F)F)c2c1N
  4.7e-08M*	9%	28%	i	31%[activator]	7.2e-08M*	?	5%	?	?	6.7e-08M*
40	Cc1cc(NC(=O)CSc2n[nH]c(CC(C)C)n2)no1
  i	-3%	-2%	i	-5%	i	-3%	-1%	-0.8%	-6%	i

The closing three records of the part before open the next one:
Values run as follows: 4MU fluor	Ub-GFP proteasome	Hsp90 Hop PPI	TexasRed autofl	ERK AVP block	Fluorescein fluor	GFP derepression	Luciferase inh	HBB splicing	CRE Fsk mod	A350 fluor
38	O=C1c2ccccc2C(O)N1Cc1ccco1 (stereo unspecified)
  ·	-6%	-4%	·	-25%	·	-2%	-3%	0.4%	-5%	·
39	CC(=O)c1sc2nc(-c3cccs3)cc(C(F)(F)F)c2c1N
  4.7e-08M*	9%	28%	i	31%[activator]	7.2e-08M*	?	5%	?	?	6.7e-08M*
40	Cc1cc(NC(=O)CSc2n[nH]c(CC(C)C)n2)no1
  i	-3%	-2%	i	-5%	i	-3%	-1%	-0.8%	-6%	i
41	O=C(CSc1nnnn1-c1ccc(Cl)cc1)N1CCc2ccccc2C1
  i	-2%	7%	?	7%	?	0%	0%	-0.2%[57.5 µM]	?	i
42	O=C(O)c1ccc(S(=O)(=O)c2ccc3c(c2)C(=O)N(Cc2ccco2)C3=O)cc1
  i	5%	0%	i	-22%	?	0%	0%	-0.2%	-5%	i
43	CS(=O)(=O)N(CC(=O)N1CCN(c2cccc(Cl)c2)CC1)c1cccc(F)c1
  i	4%	-2%	i	0%	i	0%	-3%	6.7%	-6%	i
44	CC1(C)C(=O)NC2=C1C(=O)C(=O)c1ccccc12
  ·	4%	?	·	-28%	·	1%	5%	·	9%	·
45	CC(C)Cc1nc2oc3c(N4CCN(CCO)CC4)ncnc3c2c2c1CCCC2
  i	4%	-3%	i	7%	?	0%	3%	-1.5%[57.5 µM]	2µM*	i

Only part of the results is shown; count on the stated rates, not on these rows.
